High-throughput results deposited in PubChem by National Center for Advancing Translational Sciences (NCATS).
Apoferritin bind – binds horse apoferritin like a general anesthetic. Potency, µM (top dose mostly 77.5 µM), for the others: top-dose activity change, negative = displacement, most hits filed as inhibitors. apoferritin/1-aminoanthracene competitive binding, fluorescence. P02791. actives 0.074% (n = 350,000); further: potency means the concentration at half of the fitted maximal effect; on the % scale 0 is the no-effect control and ±100 the full control effect; nearly all actives have a fitted effect of over 20% in size
Target sequence (P02791 2-175 limits assumed): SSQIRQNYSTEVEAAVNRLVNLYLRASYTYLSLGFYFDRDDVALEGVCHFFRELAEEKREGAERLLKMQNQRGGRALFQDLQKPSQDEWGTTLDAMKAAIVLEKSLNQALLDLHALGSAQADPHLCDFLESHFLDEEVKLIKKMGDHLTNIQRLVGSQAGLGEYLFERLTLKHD
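Horse-spleen apoferritin (10 uM) in 50% saturated 1-aminoanthracene in PBS was incubated 10 min at room temperature with compound. Fluorescence (ex 380, em 535 nm) was normalized to free and bound 1-AMA, with concentration-response fitted by a four-parameter Hill equation.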
LDHA block – LDHA (human) enzyme inhibition; P00338; purified LDHA, NADH/diaphorase-resazurin fluorescence; stronger effect = lower value; activity change, % (values are at about 110 or 230 µM); actives 0.15% (n = 480,000); AID 1347041; in the data active means activity change below about -30%; inconclusive means mostly about -25% to -30%;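 further: plate controls were DMSO wells for no effect and wells without enzyme for full effect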
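Remaining NADH was detected by diaphorase (0.133 mg/mL) converting 37 µM resazurin to fluorescent resorufin, read at 0 and 20 minutes. The preceding 5-minute room-temperature reaction used 2 nM LDHA, 0.2 mM sodium pyruvate and 0.06 mM NADH at pH 7.4.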
ERG Ets-DNA blk – blocks human ERG Ets domain binding to DNA. P11308. actives 0.028% (n = 370,000). fluorescence polarization, His-ERG Ets domain / labelled DNA. Potency, µM (highest dose often 76.9 µM), without a hit: at the highest dose FP activity, negative = inhibition, hits mostly inhibitors; active means well fitted inhibition curve with a large enough effect in the polarisation, with a control signal flat; inconclusive means small, poorly fitted or top-dose-only effect, or effect the other way, or a change in a side signal; inactive means no such curve, though single readings can be large or run the other way; the % refers to the polarisation;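 further: polarization taken with two DNA probes labelled with fluorescein and Texas red; potency means the concentration at half of the fitted maximal effect; % of control where 0% means no effect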
Target sequence (P11308 whole entry, looked up, the tested form may be a part): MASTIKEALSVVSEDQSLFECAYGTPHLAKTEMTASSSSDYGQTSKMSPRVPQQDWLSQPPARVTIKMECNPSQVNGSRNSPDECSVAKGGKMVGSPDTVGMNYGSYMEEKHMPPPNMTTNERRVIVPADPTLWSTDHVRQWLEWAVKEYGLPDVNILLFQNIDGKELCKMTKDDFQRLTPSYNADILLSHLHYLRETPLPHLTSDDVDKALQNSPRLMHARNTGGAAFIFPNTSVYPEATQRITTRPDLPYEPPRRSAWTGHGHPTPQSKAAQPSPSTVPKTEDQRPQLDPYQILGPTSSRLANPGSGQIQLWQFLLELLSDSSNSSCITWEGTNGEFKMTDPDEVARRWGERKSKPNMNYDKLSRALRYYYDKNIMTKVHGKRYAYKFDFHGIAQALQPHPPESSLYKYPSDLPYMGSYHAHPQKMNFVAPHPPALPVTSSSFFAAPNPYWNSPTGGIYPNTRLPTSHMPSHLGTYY
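His-tagged ERG Ets domain (1 uM in the protein solution; 300mM KCl, 50mM Tris-HCl, 1mM EDTA, 1mM DTT, pH 7.5) received compound, then a probe mix of 5 nM fluorescein-DNA and 100nM Texas-615-DNA. Fluorescence polarization was read for both dyes.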
12-LOX inh – ALOX12 (human) lipoxygenase inhibition; purified 12hLO, xylenol orange hydroperoxide absorbance; Potency, µM (top dose mostly 108 µM), for inactives: at the highest dose activity change, negative = inhibition, most hits filed as inhibitors; actives 1.1% (n = 580,000); AID 1671190; further: potency means the concentration at half of the fitted maximal effect; on the % scale 0 is the no-effect control and ±100 the full control effect
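Purified human 12hLO (150 nM final) in 25 mM Hepes, 0.01% Triton X-100, pH 7.0 was preincubated 15 min at room temperature with compound. Then 40 uM arachidonic acid was added, 30 min. Hydroperoxide was read by Fe-XO absorbance ratio 573/405 nm.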
Pol eta inh – DNA polymerase eta (human) inhibition; Q9Y253; recombinant Pol eta, fluorescent DNA replication assay; Potency, µM (top dose mostly 114 µM), inactives show at the highest dose activity change, negative = inhibition, most hits filed as inhibitors; actives 1.2% (n = 390,000); AID 588591; further: potency means the concentration at half of the fitted maximal effect; on the % scale 0 is the no-effect control and ±100 the full control effect
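Pol eta at 10 nM preincubated with compounds 15 min at room temperature; reaction started with fluorescent substrate (50 nM final) and read kinetically at 0 and 10 min.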
Pol kappa inh – blocks human DNA polymerase kappa activity. purified Pol kappa, fluorescent DNA synthesis assay, 10 min. Potency, µM (highest dose often 107 µM), without a hit: at the highest dose activity, negative = inhibition, actives largely listed as inhibitors. actives 0.53% (n = 400,000); further: potency means the concentration at half of the fitted maximal effect; on the % scale 0 is the no-effect control and ±100 the full control effect
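Activity was followed as the change in fluorescence between reads at 0 and 10 min after starting the reaction with 50 nM substrate. Beforehand, 10 nM polymerase had been preincubated with compound for 15 min at room temperature.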
RGS4 inh – human RGS4 inhibition; P49798; Transcreener GDP fluorescence polarization, RGS4-accelerated GTP hydrolysis; Potency, µM (highest dose often 114 µM), for the others: top-dose activity change, negative = inhibition, usual class: inhibitors; actives 0.039% (n = 390,000); further: potency means the concentration at half of the fitted maximal effect; on the % scale 0 is the no-effect control and ±100 the full control effect; nearly all actives have a fitted effect of over 75% in size; some results filed as inactive show a strong effect at the top dose
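MLSMR compounds (23 nl, pin-transferred) preincubated 10 min at room temperature with a 500nM (2x) first reagent, then RGS4 at 900nM (2x) plus Transcreener GDP mix added; fluorescence polarization (620/688 nm) read before and after 90 min at 30 °C.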
POLB inh – DNA polymerase beta (human) inhibition | P06746 | Pol beta primer extension/strand displacement, fluorescence kinetic | Potency, µM (top dose mostly 114 µM), inactives show top-dose activity change, negative = inhibition, most hits filed as inhibitors | actives 1.3% (n = 340,000) | AID 485314; further: potency means the concentration at half of the fitted maximal effect; on the % scale 0 is the no-effect control and ±100 the full control effect
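Values derive from four-parameter Hill fits of normalized kinetic data: reads at 0 and 10 min following addition of 50 nM substrate to 10 nM Pol beta preincubated 15 min with compound.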
APEX1 inh – inhibitors of human APE1 endonuclease; P27695; recombinant APE1, TAMRA/BHQ-2 abasic DNA cleavage fluorescence; Potency, µM (titrated, usually from 65.8 µM), for inactives: at the top dose activity change, negative = inhibition, most hits filed as inhibitors; actives 0.35% (n = 350,000); AID 2517;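 further: potency means the concentration at half of the fitted maximal effect; plate controls were vehicle for no effect and reference inhibitor for full effect; nearly all actives have a fitted effect of over 55% in size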
Target sequence (P27695 whole entry, looked up): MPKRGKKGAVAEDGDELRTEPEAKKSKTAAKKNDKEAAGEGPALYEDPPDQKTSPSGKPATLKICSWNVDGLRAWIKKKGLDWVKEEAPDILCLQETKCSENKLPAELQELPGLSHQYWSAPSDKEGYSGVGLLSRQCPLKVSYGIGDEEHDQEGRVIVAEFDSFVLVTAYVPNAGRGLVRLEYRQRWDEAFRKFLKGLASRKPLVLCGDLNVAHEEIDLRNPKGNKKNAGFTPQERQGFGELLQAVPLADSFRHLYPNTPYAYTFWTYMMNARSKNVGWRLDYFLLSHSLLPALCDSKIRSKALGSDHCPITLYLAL
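APE1 at 0.75 nM preincubated 15 min at room temperature with compound. Reaction then started with 50 nM double-stranded THF-abasic substrate labelled with TAMRA/BHQ-2, and 525/598 nm fluorescence read kinetically. Activity taken as third-minus-first read difference, normalized to DMSO and NSC13755 controls.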
Active calls of the source: *; ? = inconclusive; · = not tested or not shown; & = joins results of further samples; [ ] = dose if it differs, or a comment. Unless noted, the call rests on the fitted dose curve; in most records, active means well fitted curve in the direction sought with a large enough effect; inconclusive means small, poorly fitted or top-dose-only effect, or another doubt; inactive means no such curve, though single readings can be large; an effect the other way counts as inactive or inconclusive. Not all compounds are listed; count on the stated rates, not on these rows.

SMILES	Apoferritin bind	LDHA block	ERG Ets-DNA blk	12-LOX inh	Pol eta inh	Pol kappa inh	RGS4 inh	POLB inh	APEX1 inh
O=S(=O)(c1ccc(Br)cc1)c1nnn2c1nc(NCc1ccc3c(c1)OCO3)c1sccc12	-6%	6	2%	-9%	-8%	-11%	?	-24%	·
CN(C)N(C(=O)c1cc(-c2cccs2)nn1-c1ccccc1)C1CCS(=O)(=O)C1 (centres undefined)	·	1	-8%	0%	-9%	-3%	-4%	·	-7%
CC(C(=O)NCc1ccccc1)N(Cc1ccccc1Cl)C(=O)c1snc(C(N)=O)c1N (centres undefined)	-12%	-4	0%	-15%	0%	-9%	-6%	2%	23%
Cc1ccc(NC(=O)C2C3C=CC4(O3)C2C(=O)N(CCCN2CCCC2)C4C(=O)NC2CCCCC2)cc1Cl (centres undefined)	-16%	-4	-4%	-6%	-18%	-8%	-6%	4%	17%
CCc1cccc(C)c1NC(=S)N(CCCN1CCN(C)CC1)Cc1cccs1	-9%	-4	-5%	0%	-19%	-16%	13%	10%	5%
CN1OC[C@@H]2CN(S(=O)(=O)c3ccccc3)[C@H](c3cccc(Br)c3)C[C@@H]21	·	-2	-3%	17%	-9%	-3%	-9%	·	·
O=C(O)CS(=O)(=O)c1ccc(C(F)(F)F)cn1	-2%	-11	-1%	-1%	-16%	-16%	-21%	52%	0%
COc1ccc(Nc2ccc(C(=O)O)cc2[N+](=O)[O-])cc1	-13%	-2	0%	-8%	-12%	-10%	-21%	-4%	1%
O=C(CNC(=O)c1ccc(Cl)c([N+](=O)[O-])c1)OC1CCCCC1=O (centres undefined)	·	-1	1%	-2%	-8%	-8%	-3%	·	7%
COc1ccc(C(=O)N(C)C2CCCN(Cc3ccccc3F)C2)cc1OC (centres undefined)	-2%	-2	-7%	-5%	-14%	1%	1%	8%	0%
COc1ccc(CCN2C(=O)c3ccncc3C2=O)cc1OC	-9%	-5	1%	16%	-20%	-4%	14%	7%	2%
CC(NC(=O)C1CCN(S(=O)(=O)c2ccccc2)CC1)c1ccccc1 (centres undefined)	-8%&-5%	-4&-8	13%&8%	21%&-8%	-11%&-21%	-28%	18%&-12%	36%&0%	24%
O=C(Nc1cc(Cl)ccc1Cl)C1(c2cccs2)CCOCC1	?	-2	-2%	-16%	-17%	1%[60.1 µM]	21%	-10%	·
NCCCC[C@H]1NC(=O)[C@H](CCC(=O)O)NC(=O)c2cc([N+](=O)[O-])cc(I)c2OCC[C@@H](C(N)=O)NC1=O	-4%	-40*	10%	·	-98%	3.5µM*	8%	-9%	?
O=c1cc(-c2ccncc2)oc2c1ccc1ccccc12	2%	0	1%	0%	-5%	-6%	4%	?	?
CCOC(=O)O[C@]1(C(=O)COC(=O)CC)CC[C@H]2[C@@H]3CCC4=CC(=O)C=C[C@]4(C)[C@H]3[C@@H](O)C[C@@]21C	·	-2	24%	2%	-14%	1%	-6%	·	-1%
CC(C)c1ccc(NC(=O)C(c2ccc3c(c2)OCO3)N2CCN(C(=O)c3ccco3)CC2)cc1 (centres undefined)	-3%	0	-2%	?	-19%	3%	-21%	-14%	-16%
COc1ccc(N2Nc3n[nH]c(N)c3N2)cc1	-14%	3	-6%	13%	-6%	1%	3%	-3%	2%
Cc1cc(C)c(C#N)c(SCc2ccc(C#N)cc2)n1	-6%	-3	4%	0%	-9%	-1%	-19%	11%	-2%
COC(=O)c1cc(C(=O)c2cc(Cl)ccc2O)coc1=N	-13%	10	2%	-17%	-18%	5%	-12%	9%	-6%
CC1(C)Cc2c(C#N)c(NCCc3ccccc3)nc(-c3ccco3)c2CO1	-14%	-2	-9%	?	89µM*	-2%	?	16%	-3%
Cc1nc2sc3c(c2c(=O)[nH]1)CCC3	27%	1	2%	0%	-14%	-17%	14%	8%	-1%
Cc1cccc(N2C(=O)CC(N3CCN(c4ccccc4)CC3)C2=O)c1 (centres undefined)	5%	0	·	7%[57.4 µM]	-3%	-4%	-15%	18%	15%
COc1ccccc1OCCNC(=O)c1cc([N+](=O)[O-])cc([N+](=O)[O-])c1	?	-5	0%	-11%	-20%	-5%	-33%	19%	4%
Cc1nn(CCC(=O)NCc2ccc(Cl)cc2)c(=O)c2nn(-c3ccccc3)c(C)c12	-3%	-13	-3%	-29%	-9%	-5%	15%	-9%	·

Some of the entries so far, as labelled records.
Cc1cc(C)c(C#N)c(SCc2ccc(C#N)cc2)n1
  Apoferritin bind = -6%	LDHA block = -3	ERG Ets-DNA blk = 4%	12-LOX inh = 0%	Pol eta inh = -9%	Pol kappa inh = -1%	RGS4 inh = -19%	POLB inh = 11%	APEX1 inh = -2%

COC(=O)c1cc(C(=O)c2cc(Cl)ccc2O)coc1=N
  Apoferritin bind = -13%	LDHA block = 10	ERG Ets-DNA blk = 2%	12-LOX inh = -17%	Pol eta inh = -18%	Pol kappa inh = 5%	RGS4 inh = -12%	POLB inh = 9%	APEX1 inh = -6%

CC1(C)Cc2c(C#N)c(NCCc3ccccc3)nc(-c3ccco3)c2CO1
  Apoferritin bind = -14%	LDHA block = -2	ERG Ets-DNA blk = -9%	12-LOX inh = ?	Pol eta inh = 89µM*	Pol kappa inh = -2%	RGS4 inh = ?	POLB inh = 16%	APEX1 inh = -3%

Cc1nc2sc3c(c2c(=O)[nH]1)CCC3
  Apoferritin bind = 27%	LDHA block = 1	ERG Ets-DNA blk = 2%	12-LOX inh = 0%	Pol eta inh = -14%	Pol kappa inh = -17%	RGS4 inh = 14%	POLB inh = 8%	APEX1 inh = -1%

Carrying on.
SMILES	Apoferritin bind	LDHA block	ERG Ets-DNA blk	12-LOX inh	Pol eta inh	Pol kappa inh	RGS4 inh	POLB inh	APEX1 inh
COc1ccc(N2CCN(C(CNC(C)=O)c3ccc4c(c3)OCO4)CC2)cc1 (centres undefined)	28%	1	0%	0%	0%	-6%	1%	30%	-6%
O=C(NCc1ccc(Cl)cc1Cl)C1CC(=O)N(Cc2ccccc2)C1 (centres undefined)	-4%	-8	0%	-20%	-18%	1%	-7%	1%	0%
COc1cccc(-c2sc3ccc(OC)cc3c2-c2ccc(OCCN3CCCC3)cc2)c1	·	1	-1%	·	-9%	-9%	2%	·	-22%
Cn1c2ccccc2c2ncn(CCCN3CCOCC3)c(=O)c21	-2%	0	-4%	0%	-4%	8%	-33%	-1%	0%
CCSC1=NC(=O)/C(=C2/C=Cc3ccccc3N2CC)S1	-16%	-3	-3%	58%	-13%	3%	-37%	22%	1%
CCOC(=O)N1CCc2c(sc(NC(=O)CCS(=O)(=O)c3ccccc3)c2C(N)=O)C1	-17%	2	2%	0%	1%	-7%	-1%	?	25%
O=C(c1ccccc1)N1CCN(Cc2ccc3c(c2)OCO3)CC1	0%	-5	1%	40%[activator]	-13%	13%	-2%	30%	18%
O=C(c1cccc(Br)c1)N1CCN(S(=O)(=O)N2CCCCC2)CC1	-9%	-20	8%	10%	-12%	-5%	22%[56.9 µM]	1%	19%
O=C(CCCCn1c(=O)[nH]c2ccccc2c1=O)N1CCN(c2cccc(C(F)(F)F)c2)CC1	-3%	-2	-5%	0%	-22%	-10%	-15%	-17%	-3%
Cc1ccc(C)c(NC(=O)CCC(=O)NNC(=O)COc2cc(C)ccc2C)c1	-16%	-6	12%	1%	-20%	-9%	-18%	?	7%
Cc1ccc(NC(=O)c2ccc(Oc3ncccn3)cc2)cc1	-5%	-4	8%	11%	-1%	-2%	3%	13%	0%
COC(=O)c1cc2oc3ccccc3c2n1CC(=O)Nc1ccc(Cl)cc1F	21%	-2	-2%	-1%	-11%	10%	-7%	40%	·
CCN(CC(=O)Nc1c(F)cccc1F)C(=O)CSCc1c(C)noc1C	·	-9	-3%	-15%	-15%	1%	8%	·	12%
O=C(Cn1cc(S(=O)(=O)N2CCCC2)c(S(=O)(=O)N2CCCC2)c1)Nc1ccccc1	1%	-6	-4%	-20%	-18%	-20%	5%	-1%	·
CCc1ccc(CNC(=O)C(=O)NCC2CCCO2)cc1 (centres undefined)	-17%	-12	-6%	3%	-3%	-1%	14%	42%	6%
CCCOc1ccccc1C1CC(=O)NC2=C1C(=O)CCC2 (centres undefined)	-8%	2	-4%	10%	-20%	1%	-16%	-43%	-9%
O=c1c(=O)n(Cc2ccc(Cl)cc2)ccn1Cc1ccc(F)cc1	-13%	-6	1%	-1%	-7%	-19%	4%	2%	·
COc1ccc(-c2nnc(NC(=O)c3cccs3)s2)c(OC)c1	-2%	0	-7%	3%	?	9%	1%	?	-13%
Cn1c(SCC(=O)Nc2ccc3c(c2)OCCO3)nnc1-c1ccccn1	-10%	3	2%	0%	-5%	2%	13%	4%	8%
Cc1c(C(=O)NCc2ccccn2)sc2nc(-c3ccccc3)cn12	-1%	-6	0%	6%	2%	-12%	27%	0%	4%
